Source: PubChem
Pin1 inhibitor: inhibitors of human Pin1; Q13526; Pin1 FP peptide displacement, HiFluor488, 10 min; Potency, µM (highest dose often 115 µM), without a hit: at the highest dose activity, negative = inhibition, hits mostly inhibitors; 390,000 compounds, 0.009% hits; active = well fitted inhibition curve with a large enough effect in the polarisation, with a control signal flat, not every such curve was filed as active; inconclusive = small, poorly fitted or top-dose-only effect, or effect the other way, or a change in a side signal; inactive = no such curve, though single readings can be large or run the other way; the % refers to the polarisation; note: % is set by controls: 0 for no effect and ±100 for the full control effect
Target sequence (Q13526 whole entry, looked up): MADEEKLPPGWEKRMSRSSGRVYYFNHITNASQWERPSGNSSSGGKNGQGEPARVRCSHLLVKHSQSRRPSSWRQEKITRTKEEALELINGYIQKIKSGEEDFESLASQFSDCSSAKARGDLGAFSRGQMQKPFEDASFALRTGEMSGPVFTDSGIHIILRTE
rTrxR1 inhibitor: rat TrxR1 inhibition. O89049. recombinant rTrxR1, NADPH fluorescence consumption, selenite substrate. Potency, µM (series often up to 114 µM), for inactives: at the top dose activity change, negative = inhibition, actives largely listed as inhibitors. 390,000 compounds, 1% hits; note: % is set by controls: 0 for no effect and ±100 for the full control effect; nearly all actives have a fitted effect of over 65% in size
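Rat TrxR1 (90 nM in the dispensed reagent) was pre-reduced with 400 uM NADPH for 5 min at room temperature, then incubated with compound for 15 min. After 400 uM selenite was added, NADPH fluorescence (Ex 340/Em 450 nm) was followed for 8 min.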
JMJD2A Tudor: JMJD2A Tudor domain (human) inhibition. O75164. AlphaScreen JMJD2A-Tudor / H3K4me3 peptide binding. Potency, µM (top dose mostly 114 µM), for inactives: at the highest dose activity change, negative = inhibition, actives largely listed as inhibitors. 390,000 compounds, 4.4% hits. AID 504339; note: % is set by controls: 0 for no effect and ±100 for the full control effect; nearly all actives have a fitted effect of over 50% in size
RGS4 inh: blocks human RGS4-accelerated GTP hydrolysis; P49798; Transcreener GDP fluorescence polarization, RGS4-accelerated GTP hydrolysis; Potency, µM (top dose mostly 114 µM), for the others: top-dose activity change, negative = inhibition, actives largely listed as inhibitors; 390,000 compounds, 0.039% hits; note: % is set by controls: 0 for no effect and ±100 for the full control effect; nearly all actives have a fitted effect of over 75% in size; some results filed as inactive show a strong effect at the top dose
Target sequence (P49798 whole entry, looked up): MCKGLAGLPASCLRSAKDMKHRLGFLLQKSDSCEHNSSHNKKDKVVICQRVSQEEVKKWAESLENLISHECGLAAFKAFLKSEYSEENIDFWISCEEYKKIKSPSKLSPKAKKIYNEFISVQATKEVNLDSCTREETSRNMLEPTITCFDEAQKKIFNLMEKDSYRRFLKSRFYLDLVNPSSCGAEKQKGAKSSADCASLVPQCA
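MLSMR compounds (23 nl, pin-transferred) preincubated 10 min at room temperature with a 500nM (2x) first reagent, then RGS4 at 900nM (2x) plus Transcreener GDP mix added; fluorescence polarization (620/688 nm) read before and after 90 min at 30 °C.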
ALOX12 inh: inhibitors of human 12S-lipoxygenase ALOX12; Potency, µM (highest dose often 108 µM), inactives show at the highest dose activity change, negative = inhibition, hits mostly inhibitors; AID 1671190; 580,000 compounds, 1.1% hits; P18054; purified 12hLO, xylenol orange hydroperoxide absorbance; note: % is set by controls: 0 for no effect and ±100 for the full control effect
Target sequence (P18054 whole entry, looked up): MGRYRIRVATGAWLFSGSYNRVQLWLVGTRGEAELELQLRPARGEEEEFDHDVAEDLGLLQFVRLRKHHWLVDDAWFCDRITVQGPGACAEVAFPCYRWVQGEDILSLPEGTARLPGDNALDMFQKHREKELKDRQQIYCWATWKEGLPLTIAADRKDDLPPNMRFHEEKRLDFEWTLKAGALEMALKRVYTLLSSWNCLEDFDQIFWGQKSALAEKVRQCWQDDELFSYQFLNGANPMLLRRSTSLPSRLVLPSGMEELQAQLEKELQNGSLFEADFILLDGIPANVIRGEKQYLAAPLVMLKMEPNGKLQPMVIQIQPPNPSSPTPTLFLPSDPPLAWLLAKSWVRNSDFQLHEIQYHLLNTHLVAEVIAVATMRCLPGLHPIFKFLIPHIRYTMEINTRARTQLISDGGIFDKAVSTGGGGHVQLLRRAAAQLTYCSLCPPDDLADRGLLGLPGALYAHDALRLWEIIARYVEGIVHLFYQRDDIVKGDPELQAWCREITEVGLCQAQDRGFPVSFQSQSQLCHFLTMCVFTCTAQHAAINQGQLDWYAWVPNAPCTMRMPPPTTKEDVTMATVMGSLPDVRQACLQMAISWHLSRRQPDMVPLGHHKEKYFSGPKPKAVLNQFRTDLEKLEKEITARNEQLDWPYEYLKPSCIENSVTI
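Purified human 12hLO at 150 nM in 25 mM Hepes, 0.01% Triton X-100, pH 7.0, preincubated 15 min at room temperature with compound. Reaction started with 40 uM arachidonic acid, 30 min at room temperature. Hydroperoxide measured by Fe-xylenol orange, 573/405 nm absorbance ratio.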
HP1b binding inh: blocks HP1-beta chromodomain binding to methylated histone tails | P83916 | AlphaScreen HP1-beta / biotin-H3K9me3 peptide binding | Potency, µM (series often up to 114 µM), for the others: at the highest dose activity change, negative = inhibition, hits mostly inhibitors | 390,000 compounds, 0.56% hits | AID 540317; note: nearly all actives have a fitted effect of over 70% in size; inactives centre near 23
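AlphaScreen: HP1-beta (50 nM) preformed 30 min with biotin-H3(1-18)K9me3 peptide (50 nM) in PBS pH 7.4, 0.01% Tween-20. Compound added for 30 min at RT, then streptavidin donor/nickel chelate acceptor beads (10 ug/mL) for 30 min.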
ERG-DNA inh: inhibitors of human ERG Ets domain-DNA interaction. P11308. fluorescence polarization, His-ERG Ets domain / labelled DNA. Potency, µM (series often up to 76.9 µM), without a hit: top-dose FP activity, negative = inhibition, actives largely listed as inhibitors. 370,000 compounds, 0.028% hits. AID 624246; active = well fitted inhibition curve with a large enough effect in the polarisation, with a control signal flat; inconclusive = small, poorly fitted or top-dose-only effect, or effect the other way, or a change in a side signal; inactive = no such curve, though single readings can be large or run the other way; the % refers to the polarisation;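 note: polarization taken with two DNA probes labelled with fluorescein and Texas red; % of control where 0% means no effect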
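His-tagged ERG Ets domain (1 uM in the protein solution; 300mM KCl, 50mM Tris-HCl, 1mM EDTA, 1mM DTT, pH 7.5) received compound, then a probe mix of 5 nM fluorescein-DNA and 100nM Texas-615-DNA. Fluorescence polarization was read for both dyes.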
GLS inhibitor: blocks human kidney-isoform glutaminase activity | O94925 | GLS enzymatic activity, qHTS titration | Potency, µM (series often up to 45.5 µM), for the others: at the top dose activity change, negative = inhibition, usual class: inhibitors | 410,000 compounds, 0.21% hits; note: % is set by controls: 0 for no effect and ±100 for the full control effect
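Human kidney-isoform GLS in 45 mM KH2PO4 pH 8.2, 0.02% Tween-20, with compound, started with 1mM L-Glutamine (added stock). Glutamate oxidase/HRP/Amplex red coupled fluorescence read at start and after 30 min at RT.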
PGK inhibitor: T. brucei PGK inhibition | P07378 | PGK/GAPDH coupled, Kinase-Glo luminescence, 60 min | Potency, µM (top dose mostly 57.5 µM), inactives show at the top dose activity change, negative = inhibition, most hits filed as inhibitors | 380,000 compounds, 0.043% hits | AID 602233; note: % is set by controls: 0 for no effect and ±100 for the full control effect; nearly all actives have a fitted effect of over 60% in size
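Recombinant glycosomal PGK reaction used 1,3-bisphosphoglycerate generated in-well by GAPDH (100nM final) in 100mM TEA pH 7.6, 5mM MgCl2, 0.01% Tween-20. After 60 minutes at room temperature, ATP was read by Kinase-Glo Plus luminescence end-point.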
* hit, by the source's call; i = inactive; ? = inconclusive; nt = no result given; & = joins results of further samples; [ ] = dose if it differs, or a comment. Unless noted, calls come from the whole dose curve; as a rule, active = well fitted curve in the direction sought with a large enough effect; inconclusive = small, poorly fitted or top-dose-only effect, or another doubt; inactive = no such curve, though single readings can be large; an effect the other way counts as inactive or inconclusive. Potency is the fitted concentration of half-maximal effect.

Pin1 inhibitor	rTrxR1 inhibitor	JMJD2A Tudor	RGS4 inh	ALOX12 inh	HP1b binding inh	ERG-DNA inh	GLS inhibitor	PGK inhibitor	compound
6%	15%[57.1 µM]	?	4%	?	-14%	-11%	-13%	-3%	CCc1cccc(CC)c1NC(=S)NCc1ccc2[nH]c(C)cc2c1
-4%	-13%[57.1 µM]	-10%	-10%	-39%	35%[57 µM]	3%	1%	i	Cc1ccc(CNC(=O)c2c(-c3cccc(Br)c3)noc2C)o1
1%	17%	-10%	9%	-1%	28%	6%	-1%	nt	COc1ccc(C(CNC(=O)C(Cc2ccccc2)NC(N)=O)N(C)C)cc1 (stereo unspecified)
1%	-13%	-1%	-46%	-8%	32%[activator]	-2%	3%	-10%	CC(C)(C)NC(=S)Nc1ccc(Br)cc1
-1%	40%	0%	16%	85%[activator]	43%[activator]	-8%	-3%	4%	O=C1c2ccc(-c3ccc4c(c3)C(=O)N(CCCO)C4=O)cc2C(=O)N1CCCO
?	13µM*	-12%	?	-23%	33%	4%	5%	-2%	Cc1cccc(NC(=O)CSc2ccc(-c3ccco3)nn2)c1C
1%	12%	-12%	-20%[56.9 µM]	8%	59%[activator]	?	-35%	1%	Cc1cccc(C)c1OCC(=O)N(Cc1ccc(Cl)cc1)C1CCS(=O)(=O)C1 (stereo unspecified)
-9%	18%	-18%	1%	-1%	23%	-2%	-3%	-3%	COc1ccc(NC(=O)CC2CC3CCC2C3)cn1 (stereo unspecified)
-17%	?	?	-33%	?	31%	-1%	18%	0%	O=[N+]([O-])/C(C(Cl)=C(Cl)Cl)=C(/NC1CC1)Sc1ccccc1
-1%	?	?	-43%	?	-18%	-12%	36%	-2%	CCOc1ccc(Nc2n[nH]c(=S)s2)cc1
-4%	12%[57.1 µM]	-1%	7%	-12%	16%	-9%	1%	2%	CCOC(=O)c1cn(Cc2cccc(C)c2)nn1
-8%	-7%	-14%	18%	-12%	36%	0%	-2%	-1%	Cc1cccc(OCC(=O)Nc2nnn(C)n2)c1C
-7%	5%	-16%	-3%	-6%[57.4 µM]	31%[activator]	nt	-1%	5%	COc1ccc(N(C(=O)C2CCCCC2)C2C=CS(=O)(=O)C2)c(OC)c1 (stereo unspecified)
1%	21%	-1%	27%	3%	22%	-1%	-1%	nt	Clc1ccc(OCCn2cnc3ccccc32)c(Cl)c1
-4%	82%[activator][57.1 µM]	14µM*	-124%	1.8µM*	-12%	4%	?	-13%	CN(C)S(=O)(=O)c1cccc(-n2sc3ccccc3c2=O)c1
-4%	58%[activator][57.1 µM]	2%	32%	-8%	23%	-12%	-3%	-7%	COC(=O)C(C)Oc1ccc2c3c(c(=O)oc2c1)CCCCC3 (stereo unspecified)
15%	-25%	-26%	-20%	16%	8%	6%	1%	i	Cc1[nH]c2ccccc2c1C(=O)C(=O)N1CC=C(c2ccccc2)CC1
0%	-16%	-23%	-36%	?	1%	5%	0%	-6%	NC(=S)N/N=C/c1cccc(/C=N/NC(N)=S)c1
-3%	-34%	-17%	13%	0%	19%	6%	19%	-3%	Cc1cc(CN2CCC(N3CCC(C(=O)NC4CC4)CC3)CC2)cc(C)c1O
-3%	19%	0%	18%	26%	15%	-18%	12%	-1%	NS(=O)(=O)c1ccc(NC(=O)c2cc(Cl)sc2Cl)cc1
-2%	22%[57.1 µM]	-11%	-8%	5%	8%	2%	-7%	i	COc1ccc(C(=O)N2CCN(c3cccc(Cl)c3)CC2)c(OC)c1
1%	2%[2.29 µM]	-8%	-10%	0%	36%	3%	5%	1%	NC(=O)c1cc2ccncc2c2ccccc12
5%	34%[57.1 µM]	-14%	-37%	-17%	32%	2%	-5%	2%	CCOc1ccc(NC(=O)C(C)NS(=O)(=O)c2ccc(NC(C)=O)cc2)cc1 (stereo unspecified)
1%	14µM*	-18%[57.1 µM]	?	?	4%	13%	1%	-3%	O=C(NP(=O)(N1CCOCC1)N1CCOCC1)C1=C(N2CCOCC2)/C(=C\c2ccccc2)CC1
-8%	-9%[57.1 µM]	82%[activator]	2%	?	163%[activator]	-7%	-19%	-6%	COc1cccc(C(=O)/C=C2\Sc3ccccc3N2C)c1
-11%	-33%	0%	-32%	-11%	28%	-10%	0%	i	O=C(CNS(=O)(=O)c1ccccc1)NCc1ccco1
16%	5%	?	-23%	?	-25%	67%[activator]	0%	-8%	CCOc1ccc(/C=C2\SC(=S)N(CC(=O)NCCCN3CCOCC3)C2=O)cc1
1%	?	-25%	16%	9%	9%	-4%	15%	i	C/C(CC(=O)Nc1cccnc1)=N\NC(=O)C(=O)Nc1cccc(C)c1
6%	7%	-23%	-18%	1%	20%	-5%	0%	2%	Cc1ccnc(SCc2ccc([N+](=O)[O-])cc2)n1
1%	11%	-34%	-6%	-22%	3%	-1%	-1%	-11%	COc1ccc(N2CCN(C(=O)C(C)n3nc(C)c4sc5ccccc5c4c3=O)CC2)cc1 (stereo unspecified)
4%	15%[11.4 µM]	4%	6%	-17%	26%	-8%	0%	i	O=C(Nc1cccc2c1C(=O)NC2=O)c1cccnc1Cl
-2%	15%	1%	11%	-7%	22%	-1%	-17%	19%	CC1=C(C(=O)OC(C)C)C(C)NC(=O)N1 (stereo unspecified)
0%	13%[57.1 µM]	-6%	22%	?	19%	-7%	6%	i	CCCC(=O)C1=C(N(C)c2ccccc2)CC(C)(C)C(C(=O)OC)C1=O (stereo unspecified)
-4%	-15%[57.1 µM]	-20%	-12%	-7%	11%	-5%	1%	-3%	Cc1ccc(S(=O)(=O)N2CCOCC2)cc1NC(=O)COC(=O)CNC(=O)c1ccc(C(C)(C)C)cc1
-7%	26%	-6%	8%	-23%	22%	-6%	3%	-7%	Cc1c([N+](=O)[O-])c(C(=O)NC2CCCCC2)nn1C
-7%	3%	-2%	-9%	nt	14%[57 µM]	-11%	9%	i	Cc1ccc2c(c1)cc1c(=O)n(CC(=O)NCCN3CCCC3)nc(C)n12
-6%	13%	-12%	22%	-16%	42%[activator]	-5%	2%	-2%	O=c1c2c3c(sc2n(Cc2cc(=O)n4ccccc4n2)c(=O)n1-c1ccccc1)CCC3
2%	14%	-8%	10%	?	15%	2%	-6%	-9%	CCn1c(SCC(=O)Nc2ccc(C(C)=O)cc2)nc2c([nH]c3ccccc32)c1=O
20%&-1%	5%&-15%	95%&80%[activator]	-1%&-25%	-15%&4%	141%[activator]	-1%	2%&2%	-10%&-5%	Cc1cccc(CSc2ccc(-c3cccs3)nn2)c1
1%	-8%[57.1 µM]	1%	-2%	-12%	27%	-3%	3%	-9%	COC(=O)c1cn(C)c2ccc(S(=O)(=O)N3CCOCC3)cc2c1=O

Reformatted: entries from further up.
| SMILES | Pin1 inhibitor | rTrxR1 inhibitor | JMJD2A Tudor | RGS4 inh | ALOX12 inh | HP1b binding inh | ERG-DNA inh | GLS inhibitor | PGK inhibitor |
| --- | --- | --- | --- | --- | --- | --- | --- | --- | --- |
| CCn1c(SCC(=O)Nc2ccc(C(C)=O)cc2)nc2c([nH]c3ccccc32)c1=O | 2% | 14% | -8% | 10% | ? | 15% | 2% | -6% | -9% |
| Cc1cccc(CSc2ccc(-c3cccs3)nn2)c1 | 20%&-1% | 5%&-15% | 95%&80%[activator] | -1%&-25% | -15%&4% | 141%[activator] | -1% | 2%&2% | -10%&-5% |

Further structures.
Pin1 inhibitor	rTrxR1 inhibitor	JMJD2A Tudor	RGS4 inh	ALOX12 inh	HP1b binding inh	ERG-DNA inh	GLS inhibitor	PGK inhibitor	compound
1%	28%	-3%	16%	-1%	-5%	-1%	-13%	-5%	Cc1ccc(NC(=O)Cc2nnc(SCC(=O)NC3CCCC3)n2C)c(C)c1
-4%	5%	-23%[57.1 µM]	11%	-19%	79%[activator]	-1%	1%	2%	COc1ccc(CNC(=O)COC(=O)C2CCC(C(C)(C)C)CC2)cc1 (stereo unspecified)
-4%	7%	-25%	-5%	-6%	4%	-4%	1%	-3%	Cc1cc(NC(=O)Cn2nnc(-c3ccccc3N)n2)no1
21%	22%[57.1 µM]	-14%[11.4 µM]	-21%[11.4 µM]	58%[activator]	50%[activator]	-8%	-23%	i	O=S(=O)(c1ccc(Oc2ncnc3scc(-c4ccccc4)c23)cc1)N1CCOCC1
-8%	14%[0.457 µM]	-7%	8%	-5%	25%	-11%	2%	i	CCOc1ccc(C(=O)N/N=C/c2ccc(SC)cc2)cc1
?	36%	-8%	-43%	-25%	32%	14%	13%	-7%	O=c1cc(C(F)(F)F)nc(SCc2cccc3ccccc23)[nH]1
44%[activator]	22µM*	-11%	-32%	165%[activator]	64%[activator]	-8%	1%	-7%	O=C(CCN1CCC(c2cccs2)=N1)c1cccs1
1%	16%	-10%	-7%	0%	22%	-11%	-2%	-5%	Cc1ccc(S(=O)(=O)N2CCOCC2)cc1C(=O)OCC(=O)c1ccc[nH]1
3%	41%[activator]	8%	3%	-25%	31%	3%	-11%	-9%	COc1cc(Cl)c(C)cc1NC(=O)c1sc2nc(C)cc(C)c2c1N

Only part of the results is shown; the hit share may differ from the screen's.
